Assay outcomes from PubChem.
TROY NFkB inh: inhibitors of TROY-driven NF-kB signaling, primary screen, Q293 LMP1-TROYcd cells, NF-kB luciferase, uHTS; hit rate 0.98% among 360,000; Q293 LMP1-TROYcd NF-kB luciferase reporter, 4 h; inhibition, % at 10 µM;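 active = compounds whose plate-normalised and pattern-corrected inhibition of the luciferase reporter signal at the single screening dose is 50% or more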
NCOA2 inhibitor: inhibition of GAL4-SRC2 driven luciferase reporter, primary screen, SRC2 inhibitor project, cell-based, luminescence; Nuclear receptor coactivator 2 (Homo sapiens), Q15596; HEK293 GAL4-SRC2 luciferase reporter; inhibition, % at 9 µM; hit rate 0.17% among 370,000;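 active = inhibition above the mean inhibition of all tested compounds plus 3 SD, set per campaign, cut at about 52% in these data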;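 note: 0% = DMSO treated cells and 100% = cells given Gossypol at 36 µM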
NCOA3 inh: SRC3 coactivator transcriptional activity inhibitors, primary screen, cell-based, luminescence; hit rate 0.17% among 360,000; Nuclear receptor coactivator 3 (Homo sapiens), Q9Y6Q9; inhibition, % at 3.6 µM; HEK293 GAL4-SRC3 luciferase reporter;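 active = inhibition above a per-campaign cutoff, the mean of all compounds plus 3 SD, cut at about 60% in these data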;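 note: 0% = DMSO-treated cells and 100% = gossypol-treated cells at 36 µM; higher means less SRC3-driven luciferase light from the GAL4 reporter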
TLR9-MyD88 inh: inhibitors of TLR9-MyD88 association in cells, primary screen, cell-based, CHO, BLA complementation, fluorescence | inhibition, % at 4.98 µM | hit rate 0.21% among 340,000 | Toll-like receptor 9 (Homo sapiens) + Myeloid differentiation primary response protein … | CCF4 FRET ratio;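 active = inhibition above the mean over all tested compounds plus 3 SD, cut at about 21% in these data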;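 note: 0% = DMSO only wells and 100% = clavulanate BLA inhibitor control wells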
LRH-1 inv ag: LRH-1 (NR5A2) inverse agonists, primary screen, cell-based, luminescence, HEK293T, StAR-luciferase reporter; LRH-1 transfected, 24 h; Nuclear receptor subfamily 5 group A member 2 (Homo sapiens), O00482; hit rate 0.13% among 360,000; inhibition, % at 3.6 µM;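 active = inhibition above the mean inhibition of all tested compounds plus 3 SD, cut at about 73% in these data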;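 note: 0% = DMSO wells and 100% = reporter-only cells lacking LRH-1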
Target sequence (O00482 whole entry, looked up): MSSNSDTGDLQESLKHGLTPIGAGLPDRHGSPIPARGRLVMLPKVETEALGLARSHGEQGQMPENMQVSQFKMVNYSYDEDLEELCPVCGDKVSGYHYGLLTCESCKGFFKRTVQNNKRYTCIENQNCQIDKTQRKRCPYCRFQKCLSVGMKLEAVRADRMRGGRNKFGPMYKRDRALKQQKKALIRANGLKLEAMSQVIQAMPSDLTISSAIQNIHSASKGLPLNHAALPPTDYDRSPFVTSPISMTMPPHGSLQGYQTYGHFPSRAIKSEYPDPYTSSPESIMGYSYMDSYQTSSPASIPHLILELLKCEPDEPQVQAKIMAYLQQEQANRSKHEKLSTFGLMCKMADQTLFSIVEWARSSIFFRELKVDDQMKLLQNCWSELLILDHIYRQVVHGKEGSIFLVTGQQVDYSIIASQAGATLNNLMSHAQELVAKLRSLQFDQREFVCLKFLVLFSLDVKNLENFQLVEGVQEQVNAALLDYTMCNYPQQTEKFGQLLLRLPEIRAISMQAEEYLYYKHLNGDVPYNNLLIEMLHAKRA
TRAIL sens C8: viability loss with TRAIL in NB7+C8 cells, primary screen, TRAIL sensitizer project, cell-based, ATPlite luminescence; inhibition (viability loss, TRAIL sensitization), % at 10 µM; hit rate 1% among 360,000; AID 624354, 2012;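 active = compounds causing at least 50% loss of cell viability in the single-dose screen, relative to plate controls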
NR2F2 inh: NR2F2 transcriptional activity inhibitors, primary screen, cell-based, luciferase reporter, HEK293T, luminescence. HEK293T NGFI-A luciferase reporter. COUP transcription factor 2 (Homo sapiens), P24468. hit rate 0.7% among 370,000. AID 686940, 2013. inhibition, % at 8.6 µM;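 active = inhibition above a per-plate cutoff, mean inhibition of test wells between control levels plus 3 SD, cut at about 38% in these data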;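 note: cells cotransfected with COUP-TFII expression vector driving the NGFI-A reporter; 0% = median of COUP-TF2 test wells and 100% = reporter-only cells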
Target sequence (P24468 whole entry, looked up): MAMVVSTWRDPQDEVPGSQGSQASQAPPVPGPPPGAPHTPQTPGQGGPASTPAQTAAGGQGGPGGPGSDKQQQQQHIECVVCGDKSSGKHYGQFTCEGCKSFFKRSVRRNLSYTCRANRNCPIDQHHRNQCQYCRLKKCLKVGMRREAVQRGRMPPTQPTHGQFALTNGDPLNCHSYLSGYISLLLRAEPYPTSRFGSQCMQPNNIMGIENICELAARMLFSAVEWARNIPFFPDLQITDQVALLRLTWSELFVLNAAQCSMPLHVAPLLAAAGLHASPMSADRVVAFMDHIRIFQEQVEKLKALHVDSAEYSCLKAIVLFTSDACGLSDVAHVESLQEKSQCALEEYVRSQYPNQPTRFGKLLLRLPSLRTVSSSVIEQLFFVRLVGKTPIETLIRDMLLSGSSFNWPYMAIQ
TWEAK-Fn14 inh: inhibitors of TWEAK-Fn14 signaling, primary screen, luciferase reporter cells, uHTS; TWEAK-stimulated Fn14 reporter cells, luciferase luminescence, 8 h; AID 1159606, 2016; inhibition, % at 10 µM; hit rate 2% among 360,000; in the data active = inhibition above about 50%
NCOA1 inh: SRC1 coactivator transcriptional activity inhibitors, primary screen, cell-based, luminescence; AID 588354, 2011; HEK293 GAL4-SRC1 luciferase reporter; hit rate 0.12% among 360,000; inhibition, % at 3.6 µM;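 active = inhibition above the campaign mean plus 3 SD, with each screening campaign given its own cutoff, cut at about 60% in these data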;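 note: 0% = DMSO treated cells and 100% = gossypol at 36 µM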
EBV LMP1 NFkB: EBV LMP1-driven NF-kappaB luciferase reporter inhibitors, primary screen, cell-based, luminescence, single point. LMP1-induced NF-kappaB luciferase reporter cells. inhibition, % at 12.5 µM. hit rate 0.69% among 350,000. AID 504558, 2011; in the data active = inhibition above about 41%;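 note: 0% = neutral control wells and 100% = reference inhibitor control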
NOD2 RIPK2 PPI: NOD2-RIPK2 binding disruptors in cells, primary screen, fluorescence, CHO cells, BLA complementation; AID 624267, 2012; inhibition, % at 4.98 µM; CCF4 ratio; hit rate 0.38% among 360,000; in the data active = inhibition above about 21%;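 note: 0% = vehicle only and 100% = reference blocker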
The depositor's hits bear a star; · = no result given.

Compound,TROY NFkB inh,NCOA2 inhibitor,NCOA3 inh,TLR9-MyD88 inh,LRH-1 inv ag,TRAIL sens C8,NR2F2 inh,TWEAK-Fn14 inh,NCOA1 inh,EBV LMP1 NFkB,NOD2 RIPK2 PPI
COc1ccc(C2SCCN2C(=S)Nc2ccc(F)cc2)cc1 (stereo not drawn),12,6,17,3,-16,-3,11,-17,-40,-4,-9
Cc1ccc(NC(=O)CSCC#N)cc1,12,-10,-19,5,-1,2,2,1,13,-9,1
COc1cc(CNCCN2CCOCC2)ccc1OCc1ccc(Cl)cc1Cl,-8,-1,5,-6,17,13,-10,13,0,-12,6
Nc1ccc2oc(=O)c3ccccc3c2c1,-22,-60,-67,-4,-35,1,-20,-16,-55,-18,-13
CCCn1nnnc1SCC(=O)NCc1ccc2c(c1)OCO2,6,-14,15,-7,2,3,-15,-8,-6,-14,4
COc1cccc2cc(CC(=O)c3cc(C)ccc3C)c(=O)oc12,-35,-13,-22,-12,-22,5,-11,-12,-22,-7,-5
COc1ccc(C2NS(=O)(=O)N=C2N)cc1 (stereo not drawn),7,-53,3,-3,-1,-4,-13,-2,-18,7,-9
CN(C)C(=O)CCSc1nnc(-c2ccncc2)o1,-6,3,18,8,-26,4,-10,-3,-8,-7,-6
COC(=O)CN1C(=O)[C@H]2[C@@H](c3ccc(C)o3)N3C(=O)CN(CC4CC4)C(=O)[C@@]3(C)[C@H]2C1=O,-4,19,6,2,-20,-6,8,6,-9,0,1
O=S1(=O)CC(N2CCC(Cc3ccccc3)CC2)CN1Cc1ccccc1 (stereo not drawn),11,15,19,·,8,4,6,1,-12,·,-4
Cc1ccc2c(c1)N(CC(=O)NCCCc1ccccc1)C(=O)c1cccnc1O2,6,9,-11,0,23,4,0,2,9,-8,3
Cc1cc(C)n(-c2ccc(Cl)c(C(=O)OCC(N)=O)n2)n1,-6,6,5,3,-5,6,-5,16,-9,7,-2
C[C@@H]1CN([C@@H](C)CO)C(=O)CCCn2nncc2CO[C@@H]1CN(C)C(=O)C1CCCCC1,8,-17,8,17,-1,1,5,9,-24,-9,3
Cc1nc(SCc2ccc(C#N)cc2)n[nH]1,-13,12,-8,1,-24,10,7,-7,-23,5,6
Cn1c(=NC(=O)CSCC(=O)N2CCOCC2)sc2ccccc21,-7,-29,3,1,-16,-27,-8,1,-21,-7,4
CCCCn1c(SCC(=O)Nc2cc(C)[nH]n2)nc2ccsc2c1=O,3,23,8,0,13,-13,9,1,3,-28,5
CCOC(=O)C1CCN(c2c(NCCC(C)C)c(=O)c2=O)CC1,3,11,-3,1,-2,-6,2,-5,3,-2,-9
Cc1cccc(C)c1NC(=O)CC(NCCc1ccccc1)C(=O)O (stereo not drawn),12,12,15,0,7,-3,17,3,-4,11,0
CCCCOC(=O)c1ccc(-c2ccc(/C=N/NC(=S)NCC)o2)cc1,-32,3,-61,-1,-72,7,-14,43,-10,-14,-12
CCOc1ccc(NC(=O)CN(Cc2ccccc2)S(C)(=O)=O)cc1,-12,3,-10,7,1,-11,-4,-3,-4,4,4
CC(C)N(C(=O)Cn1cc(SCC(=O)NCc2ccco2)c2ccccc21)C(C)C,0,-6,18,-7,14,3,-1,1,-5,-11,0
Cc1cc(F)ccc1-c1cc(C(=O)NCc2cccc(C(F)(F)F)c2)[nH]n1,30,-3,5,·,0,-1,17,-10,-2,·,4
COc1ccc(OC)c(NC(=O)Cn2c(CCC(=O)O)ccc2-c2cccs2)c1,10,3,0,-2,18,-13,11,17,-40,1,-16
C=CCN(C(=O)c1ccccc1)C1CCS(=O)(=O)C1 (stereo not drawn),6,-8,2,4,1,-9,-11,8,2,-4,-12
CC1CCN(S(=O)(=O)c2cc3c4c(c2)CCN4C(=O)CC3)CC1,-16,14,-8,-8,-17,-6,-3,-3,-1,2,-5
CNN/C(N=Cc1ccc([N+](=O)[O-])s1)=N\S(=O)(=O)c1cc(C)c(Cl)cc1SCc1ccccc1,2,-4,7,14,11,2,-2,23,1,-11,1
CC(C)c1ccc(S(=O)(=O)c2ccc(NN)cc2)cc1,-18,-11,13,-6,2,-2,0,-12,0,-2,-20
Cc1ccc(NC(=O)/C=C\C(=O)O)c([N+](=O)[O-])c1,12,5,11,-8,-7,-5,10,3,-5,1,-5
CCOC(=O)C(C)Sc1ncnc2c1nnn2-c1ccc(F)cc1 (stereo not drawn),-46,-29,-17,-9,0,5,-58,3,-8,4,0
CC(=O)Nc1ccc(NC(=O)C2CCN(C(=O)NC3CCCCC3)CC2)cc1,5,-7,19,0,-4,1,-13,12,13,6,-4
O=C(COC(=O)Cc1ccc(F)cc1)NCc1ccco1,-24,13,0,2,-13,1,-1,15,-6,2,-2
NS(=O)(=O)c1cc(C(=O)OCC(=O)NC2CCCCCCC2)ccc1Cl,7,13,9,4,8,8,9,-6,-7,-2,4
COc1ccc(COc2cccnc2N)cc1,-28,-13,-32,-5,-41,-3,-16,2,-24,-8,-9
CS(=O)(=O)c1ccc(Cl)c(NC(=O)Cc2ccsc2)c1,13,-7,-9,-12,-2,19,9,-9,0,9,-7
Cc1nn(C)c(C)c1S(=O)(=O)Nc1ccc2c(c1)OCO2,-20,-1,4,3,0,-6,2,-29,-6,-10,-13
CC(C)Cn1nc(NC(=O)c2ccco2)c2cc3ccccc3nc21,-3,8,0,-3,16,8,7,10,7,9,7
Cc1ccc(-n2nc3ccc(N)cc3n2)cc1Cl,-46,7,-97,2,-27,18,14,31,-66,-19,-6
COc1ccc(S(=O)(=O)Nc2cccc3c2O[C@H](CN(C)Cc2ccc(Oc4ccccc4)cc2)[C@@H](C)CN([C@H](C)CO)C3=O)cc1,15,-22,-1,0,15,-8,5,-2,2,11,-2
COc1ccc2cc(C(=O)C3CCCN(C(=O)c4cnn(C(C)C)c4)C3)ccc2c1 (stereo not drawn),-9,-17,12,-2,-29,7,-1,-29,-21,28,-1
NC(CSCc1ccccc1)C(=O)Nc1ccc([N+](=O)[O-])cc1 (stereo not drawn),4,·,10,·,-17,-3,·,-1,2,·,6
CC(C)(C)S(=O)(=O)N1C[C@H]2C(=CC[C@@H]3C(=O)N(c4ccccc4)C(=O)[C@@H]32)[C@H]1CCO,-12,12,-9,6,6,-13,-6,18,0,-9,-19
Cc1csc(=O)n1CC(=O)OCC(=O)NC(C)c1ccc(F)cc1 (stereo not drawn),-10,17,-21,-10,-10,-10,11,-15,-12,0,-8
O=C(COc1ccc(/C=N/NC(=O)CSCc2ccc([N+](=O)[O-])cc2)cc1)NCc1ccco1,6,4,4,-1,-8,9,4,13,-6,4,-2
CCc1cc(=O)[nH]c(SCC(=O)Nc2cc(C)on2)n1,-3,25,-3,-6,6,-14,-1,2,-30,-1,-5
Oc1ccccc1/C=N/Nc1ccccc1,24,-19,-9,5,-9,5,5,29,-15,-10,-14
Cc1sc(NC(=O)c2ccccc2)c(C(=O)NC(C)C)c1C,4,-7,1,-10,14,-19,4,-8,9,1,-13
C[C@H](c1ccccc1)N1C[C@H](COCc2ccccc2)Oc2cc(N3CCC[C@H]3CO)ccc2S1(=O)=O,6,25,·,·,13,3,9,10,·,·,0
COc1ccc(N2CCN(S(=O)(=O)c3ccc4oc(=O)ccc4c3)CC2)cc1,5,-2,-7,-6,17,-2,-18,12,-7,-3,-2
Cc1ccc(S(=O)(=O)CNC(=S)c2cccc(Cl)c2)cc1,-1,-8,14,-2,-27,-4,1,24,-21,-6,-8
CCN(Cc1nc2ccccc2c(=O)[nH]1)C(=O)c1cccc(S(=O)(=O)N2CCc3ccccc32)c1,8,11,-16,-6,1,-9,0,10,-22,5,12
CCOC(=O)C1CCCN(C(=O)C2CCN(S(=O)(=O)c3cnc[nH]3)CC2)C1 (stereo not drawn),-1,7,8,5,-3,-1,-8,15,-3,-4,1
O=C(NC(=S)Nc1nc(-c2ccc([N+](=O)[O-])cc2)cs1)c1ccco1,-14,-59,-15,-6,-49,-1,-5,-39,-41,6,-13
CC1CCc2[nH]c3ccc(C(=O)NCCCOC(C)C)cc3c2C1 (stereo not drawn),7,-42,7,7,0,3,-2,-12,9,-1,4
O=c1cc(O)n(C2CCCCCC2)c(=O)[nH]1,-14,4,-3,-5,-15,-11,12,-5,12,·,-8
O=c1[nH][nH]cc1C=Nc1ccc(Cl)cc1,-12,4,-2,5,-8,1,4,-34,-44,-13,-7
COc1ccc2nc(SC(C)C(=O)NC3(C#N)CCCCC3)[nH]c2c1 (stereo not drawn),8,-2,17,-7,6,0,7,13,-15,7,1

New compounds follow.
Compound,TROY NFkB inh,NCOA2 inhibitor,NCOA3 inh,TLR9-MyD88 inh,LRH-1 inv ag,TRAIL sens C8,NR2F2 inh,TWEAK-Fn14 inh,NCOA1 inh,EBV LMP1 NFkB,NOD2 RIPK2 PPI
O=C(N/N=C/c1cccnc1)c1ccc2c(c1)OCCO2,-49,-48,-76,-2,-72,81*,-29,28,-68,9,0
Cc1ccc(S(=O)(=O)N2CCCCC2)cc1NC(=O)COC(=O)Cc1cccc2ccccc12,17,-7,-6,-6,-7,8,14,-3,3,-3,3
CC1(C)CCc2nc(SCc3ccccc3)c(C#N)cc2C1,-33,-8,-15,-7,-7,0,2,6,-26,-6,4
C/C(CCC1CC(C)OC1=O)=N\NC(N)=S (stereo not drawn),-17,17,13,11,21,-3,-1,7,-13,4,-6
CSc1ccc(/C=C(\C#N)C(=O)NC2CCCCC2)cc1,-24,9,9,5,7,-4,-16,14,-2,7,-3
CC(C)c1ccc2nc(SCC(=O)NCC3CCCO3)c(C#N)cc2c1 (stereo not drawn),28,-25,-34,-8,-17,3,-11,2,-17,-6,-12
Cc1ccc(NC(=O)c2ccc3c(c2)NC(=O)CS3)nc1,-31,-51,-50,4,-64,5,-27,-9,-90,-21,2

Given with each value named: part of the list above
COc1ccc(N2CCN(S(=O)(=O)c3ccc4oc(=O)ccc4c3)CC2)cc1
  TROY NFkB inh = 5 | NCOA2 inhibitor = -2 | NCOA3 inh = -7 | TLR9-MyD88 inh = -6 | LRH-1 inv ag = 17 | TRAIL sens C8 = -2 | NR2F2 inh = -18 | TWEAK-Fn14 inh = 12 | NCOA1 inh = -7 | EBV LMP1 NFkB = -3 | NOD2 RIPK2 PPI = -2
Cc1ccc(S(=O)(=O)CNC(=S)c2cccc(Cl)c2)cc1
  TROY NFkB inh = -1 | NCOA2 inhibitor = -8 | NCOA3 inh = 14 | TLR9-MyD88 inh = -2 | LRH-1 inv ag = -27 | TRAIL sens C8 = -4 | NR2F2 inh = 1 | TWEAK-Fn14 inh = 24 | NCOA1 inh = -21 | EBV LMP1 NFkB = -6 | NOD2 RIPK2 PPI = -8

Only part of the results is shown (hit frequency here may not be typical).
